# Coupling enz – counter-screen for Giardia aldolase inhibitors: coupling enzyme system. activity change, negative = inhibition, % at 58.2 µM, hits read low. coupling enzyme system counterscreen, AmpLite Red fluorescence. actives 0.67% (n = 290,000); in the data active = activity change below about -30%; also: % is scaled to controls: 0 for no effect and ±100 for the full control effect
#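 Counterscreen of the coupled detection system alone, without aldolase: glyceraldehyde-3-phosphate coupling enzymes plus AmpLite Red readout. Compounds at 57.5 uM final, 10 min RT preincubation, 20 min RT reaction, fluorescence 525/598 nm.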
# GALK inhibitor – galactokinase (human) inhibition; Purified GALK, Kinase-Glo residual ATP luminescence; Potency, µM (titrated, usually from 57.5 µM), without a hit: at the top dose activity change, negative = inhibition, most hits filed as inhibitors; actives 0.007% (n = 270,000); AID 1868; also: potency is read from the fitted curve at half-maximal effect; % is scaled to controls: 0 for no effect and ±100 for the full control effect
#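 Galactose (100 uM) and ATP (35 uM) were turned over by 5 nM GALK for 1 h at RT. Kinase-Glo Plus then converted the remaining ATP into a luminescent signal.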
# ASM inhibitor – human S-ASM enzyme inhibition; placental ASM, HMU-PC fluorogenic substrate, 60 min; actives 0.006% (n = 340,000); Potency, µM (titrated, usually from 57.5 µM), inactives show top-dose activity change, negative = inhibition, hits mostly inhibitors; P17405; also: potency is read from the fitted curve at half-maximal effect
#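 HMU-PC0 cleavage (9 uM final) by human placental ASM, 60 min at 37 °C following 10 min compound exposure at RT; stopped at pH 10, fluorescence Ex 386/Em 447 nm.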
# TRPV1 agonist – agonists of human vanilloid receptor 1 (TRPV1). Q8NER1. activation, % at 8.33 µM. TRPV1-expressing cells, Fluo-8 calcium influx, agonist mode. actives 0.19% (n = 320,000). AID 540275; in the data active = activation above about 80%; inconclusive = between about 30% and that limit; also: 0% is about no effect
# Target sequence (Q8NER1 whole entry, looked up): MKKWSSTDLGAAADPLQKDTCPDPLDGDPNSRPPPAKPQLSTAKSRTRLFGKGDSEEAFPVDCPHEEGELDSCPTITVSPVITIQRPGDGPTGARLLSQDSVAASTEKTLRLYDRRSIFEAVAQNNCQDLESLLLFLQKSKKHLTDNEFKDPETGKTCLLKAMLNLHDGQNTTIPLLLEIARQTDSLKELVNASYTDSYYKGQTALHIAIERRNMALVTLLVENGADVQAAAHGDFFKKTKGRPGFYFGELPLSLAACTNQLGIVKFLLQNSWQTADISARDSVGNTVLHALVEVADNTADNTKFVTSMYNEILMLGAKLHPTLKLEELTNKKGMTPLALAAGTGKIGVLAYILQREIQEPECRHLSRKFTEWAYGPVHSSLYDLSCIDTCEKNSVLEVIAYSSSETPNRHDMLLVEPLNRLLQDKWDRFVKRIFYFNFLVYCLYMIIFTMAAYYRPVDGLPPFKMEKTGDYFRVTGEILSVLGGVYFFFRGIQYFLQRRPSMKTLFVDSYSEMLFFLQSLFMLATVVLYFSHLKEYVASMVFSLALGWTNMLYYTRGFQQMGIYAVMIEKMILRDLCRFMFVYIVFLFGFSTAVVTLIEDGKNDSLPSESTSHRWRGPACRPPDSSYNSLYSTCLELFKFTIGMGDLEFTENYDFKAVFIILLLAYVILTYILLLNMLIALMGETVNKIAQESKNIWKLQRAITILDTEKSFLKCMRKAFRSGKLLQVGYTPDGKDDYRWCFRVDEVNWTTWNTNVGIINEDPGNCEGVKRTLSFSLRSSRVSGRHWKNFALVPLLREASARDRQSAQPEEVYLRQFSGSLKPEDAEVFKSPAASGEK
#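 Cells expressing TRPV1 were dye-loaded with Fluo-8 and read kinetically: 10 s baseline, 3 min after compound (agonist portion), then 2 min after EC20 capsaicin (allosteric enhancer portion). Calcium-bound dye fluorescence at 480/520 nm.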
# MBNL1 CUG block – blocks human MBNL1 binding to CUG repeat RNA. Q9NR56. Potency, µM (doses to about 57.5 µM), inactives show top-dose activity change, negative = inhibition, usual class: inhibitors. TR-FRET MBNL1-His/biotin-(CUG)12 binding, 665/545 ratio. actives 0.036% (n = 280,000); active = well fitted inhibition curve with a large enough effect in the signal ratio, with a control signal flat, not every such curve was filed as active; inconclusive = small, poorly fitted or top-dose-only effect, or effect the other way, or a change in a side signal; inactive = no such curve, though single readings can be large or run the other way; the % refers to the signal ratio; also: potency is read from the fitted curve at half-maximal effect; % is scaled to controls: 0 for no effect and ±100 for the full control effect
#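 TR-FRET between His-tagged MBNL1 and biotin-(CUG)12 RNA, detected with Tb anti-His antibody (0.055 ng/ul) and streptavidin-XL665 (5 nM), 60 min at room temperature. Compounds titrated 92 nM to 58 uM; 665/545 nm ratio normalized to buffer and complex controls.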
# KCNH2 3.1 block – KCNH2 3.1 (human) potassium channel inhibition. activity change, % (tested at about 1.8 µM). U2OS KCNH2 3.1, thallium flux FluxOr; active compounds read low. actives 0.95% (n = 340,000). AID 720553;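 active = maximum activity change below -70%; inconclusive = maximum activity change from -70% to -50%; inactive = maximum activity change above -50%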;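 also: thallium influx rate constant from kinetic fluorescence after stimulation buffer; % is scaled to controls: 0 for no effect and ±100 for the full control effect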
#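 Kinetic fluorescence (2 min after stimulation buffer) measures Tl+ influx through KCNH2 3.1 expressed by viral transduction in U2OS cells; the rate constant is normalized against DMSO controls serving as positive and negative references.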
# CXXC DNA block – blocks binding of human MLL CXXC domain to DNA; Q03164; MLL-CXXC / FITC-HOXA9 DNA fluorescence polarization; Potency, µM (top dose mostly 115 µM), without a hit: at the top dose activity change, negative = inhibition, most hits filed as inhibitors; actives 0.037% (n = 290,000); AID 2662; active = well fitted inhibition curve with a large enough effect in the polarisation, with a control signal flat, not every such curve was filed as active; inconclusive = small, poorly fitted or top-dose-only effect, or effect the other way, or a change in a side signal; inactive = no such curve, though single readings can be large or run the other way; the % refers to the polarisation; also: potency is read from the fitted curve at half-maximal effect
#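 Fluorescence polarization: 7 uM MLL-CXXC (stock) preincubated 5 min with compounds, then 50 nM fluorescein-HOX-A9 DNA (stock) added; 30 min ambient. Buffer 50 mM Tris-HCl pH 7.5, 50 mM NaCl, 1 mM DTT, 0.05% BSA.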
# AT treatment – potential ataxia-telangiectasia treatment | actives 0.19% (n = 320,000) | Potency, µM (titrated, usually from 57.5 µM), for the others: at the top dose activation, hits mostly activators | […] A-T fibroblasts, KAP-1 phosphorylation AlphaLISA; neocarzinostatin DNA damage 30 min before lysis | AID 485349; also: potency is read from the fitted curve at half-maximal effect; % of control where 0% means no effect; nearly all actives have a fitted effect of over 45% in size
#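 ATM-like activity read as KAP-1 phosphorylation via AlphaLISA donor/acceptor antibody pairs after lysis and 6 hr at 25C. Cells were ATM-null patient fibroblasts ([…], hTERT), dosed 60 min, then exposed to the DSB inducer NCS for 30 min.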
# a7 integrin act – integrin-mediated muscular dystrophy alleviation activation; AID 624291; actives 0.064% (n = 350,000); Potency, µM (top dose mostly 38.3 µM), without a hit: at the highest dose activation, actives largely listed as activators; alpha7betagal myoblasts, beta-gal FDG fluorescence, 48 h;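 also: potency is read from the fitted curve at half-maximal effect; 100% = response of the positive control SU9516; nearly all actives have a fitted effect of over 60% in size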
#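 alpha7betagal+/- myoblasts (passage 13, 250/well) treated 48 h at 37C with compounds at 1:260 dilution of DMSO stock. Lysed, then beta-galactosidase activity read as FDG fluorescence (ex 480/em 540) after 30 min, with pre-read for autofluorescence.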
# hERG WT inh – blocks the wildtype human KCNH2 potassium channel; U2OS, BacMam KCNH2, thallium flux FluxOr; active compounds read low; AID 720551; activity change, % at 1.84 µM; Q12809; actives 0.37% (n = 340,000);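 active = maximum activity change below -70%; inconclusive = maximum activity change between -70% and -50%; inactive = maximum activity change above -50%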; also: % is scaled to controls: 0 for no effect and ±100 for the full control effect
#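 U2OS cells were transduced with wild-type KCNH2 virus (2.03 x 10^8 / mL) for 4 h at room temperature, then cultured overnight at 37 C. Thallium flux was read with FluxOr dye. Rate constants were normalized to DMSO controls.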
# Numbers without * were called inactive; ? = inconclusive; nt = not tested or not shown; [ ] = another dose, or the depositor's remark. Unless noted, calls follow the shape of the dose curve; as a rule, active = well fitted curve in the direction sought with a large enough effect; inconclusive = small, poorly fitted or top-dose-only effect, or another doubt; inactive = no such curve, though single readings can be large; an effect the other way counts as inactive or inconclusive.
SMILES,Coupling enz,GALK inhibitor,ASM inhibitor,TRPV1 agonist,MBNL1 CUG block,KCNH2 3.1 block,CXXC DNA block,AT treatment,a7 integrin act,hERG WT inh
c1ccc(-n2nnnc2Sc2ncnc3sc4c(c23)CCCC4)cc1,2.4,0.1%,-5.7%,0.7,-2.5%,-2.8,12.9%,7.1%,-36.8%,9.2
NC(=O)c1ccc(NC(=O)CNCc2ccccc2Cl)cc1,4.1,-0.7%,-1.1%,10.1,-4.1%,0.7,2.5%,-5.2%,1.3%,-19.4
NC(=O)CN1N=C(c2cc(Cl)sc2Cl)CSC1=O,-0.6,-5.0%,-1.0%,-0.7,18.1%,1.3,11.4%,nt,0.0%,-4.1
CCN(CC)CCNC(=O)c1ccc(NC(=O)c2cccc(S(=O)(=O)N3CCCCCC3)c2)cc1,nt,nt,2.8%,nt,nt,8.4,nt,nt,-54.0%[inhibitor],7.2
CC(C)C(NC(=O)C1CCCCC1)C(=O)NCCc1ccccc1 (stereo not given),-0.8,-1.3%,4.8%,-0.3,5.6%,3.3,5.8%,-0.9%,-8.0%,-8.0
C1=C(CCNc2ncnc3c2[nH]c2ccccc23)CCCC1,0.5,-1.2%,-12.3%,80.3*,-5.1%,-10.6,8.9%,-6.9%,-44.3%,-8.1
CCOC(=O)c1cc(C(C)C)sc1NC(=O)COC(=O)c1nccnc1N,nt,nt,154.2%[activator],-7.4,nt,-20.3,nt,-7.5%,-23.5%,-1.1
C/C(=N\O)C(C)(C)Nc1ccc(Cl)cc1,2.4,3.1%,0.4%,1.3,-4.0%,5.8,-1.2%,7.0%,-5.0%,-7.2
CCc1cc2c(N3CCN(c4ccccc4)CC3)ncnc2s1,-2.1,-3.1%,-6.6%,?,2.1%,-4.2,-2.2%,13.0%,-41.0%,1.6
Cc1ccccc1NC(=O)C(C)OC(=O)CNS(=O)(=O)c1ccc(C#N)cc1 (stereo not given),nt,nt,nt,0.4,nt,-13.9,nt,0.9%,-18.8%,14.2
COC(=O)[C@]1(C)N[C@H](CN(C)C(=O)Nc2ccc(Cl)cc2)[C@@H]2C(=O)N(Cc3ccccc3)C(=O)[C@@H]21,nt,nt,-10.5%,nt,nt,-7.1,nt,9.6%,12.4%,-20.1
Cc1csc(NC(=O)c2ccc(-c3ccc(Cl)cc3Cl)o2)n1,-0.9,-0.1%,85.0%,?,?,-0.3,9.9%,5.7%,11.4%,9.0
COc1ccc(C2Nc3ccccc3C(=O)N2C2CCCCC2)cc1 (stereo not given),-2.6,-1.6%,163.9%[activator],0.7,1.2%,0.5,-5.0%,4.9%,18.7%,-4.6
O=C(NC(=S)NCc1ccccc1)c1ccc(Br)cc1,nt,nt,-4.2%,nt,nt,-6.1,nt,nt,2.1%,0.7
COc1ccc(CNC(=O)CCc2c(C)nc3cc(-c4ccccc4OC)nn3c2C)cc1,-0.5,5.1%,-0.5%,18.9,5.0%,0.9,0.3%,0.0%,-23.1%,-1.4
CCN(CC(=O)Nc1ccc2c(c1)OCCO2)C(=O)c1cc(S(=O)(=O)N2CCOCC2)ccc1F,nt,nt,7.1%,-1.3,nt,-21.9,nt,3.1%,1.3%,38.6
Cc1ccc2[nH]c(CCN(C)C)c(CN3CCOCC3)c2c1,nt,nt,4.8%,2.5,nt,4.9,nt,-1.6%,?,-5.7
Cc1ccc(CNC(=O)C2CCCN(S(=O)(=O)c3cccc4nonc34)C2)cc1 (stereo not given),1.3,-1.5%,2.4%,-1.0,4.1%,-5.8,13.7%,0.5%,-24.5%,-2.7
O=C(Cn1c(=O)c(=O)n(Cc2ccccc2)c2ccc(Cl)cc21)Nc1cccc(F)c1,-0.5,-4.5%,-3.4%,2.4,?,-9.4,21.3%,-1.4%,2.0%,-4.5
O=C(O)c1ccc(Cl)c(S(=O)(=O)NCC2CCCO2)c1 (stereo not given),4.8,2.6%,-0.2%,1.5,0.0%,-3.0,2.9%,2.9%,?,10.7
Cc1cc(=O)[nH]c(SCC(=O)N2CCCC(C)C2)n1 (stereo not given),2.8,-1.4%,4.4%,-3.0,-12.4%,6.4,-5.7%,8.7%,8.7%,7.6
Cn1cc(C(=O)Nc2ccc(C#N)cc2)c2ccccc2c1=O,1.3,-0.8%,-0.4%,2.5,4.0%,20.0,-4.3%,-4.2%,-2.6%,-0.5
O=[N+]([O-])c1ccc(NCCCNS(=O)(=O)c2ccccc2)cc1,-0.2,0.5%,-8.9%,0.3,?,-10.2,8.1%,2.6%,14.7%,4.6
CCc1ccccc1NC(=O)Cn1nnc(C(=O)NCc2cccc(OC)c2)c1N,-0.2,-1.7%,0.0%,0.9,-2.0%,-4.7,2.1%,7.9%,-33.7%,-0.2
CCN(CC)CCCNC(=O)c1ccc(N2CCCCC2)c(NS(=O)(=O)c2ccc(C)cc2)c1,-2.4,4.3%,-2.3%,0.6,-3.0%,9.3,-1.6%,-2.4%,-22.8%,nt
SMILES,Coupling enz,GALK inhibitor,ASM inhibitor,TRPV1 agonist,MBNL1 CUG block,KCNH2 3.1 block,CXXC DNA block,AT treatment,a7 integrin act,hERG WT inh
CCS(=O)(=O)c1ccc2oc(SCC(=O)NC(C)C3CC4CCC3C4)nc2c1 (stereo not given),7.5,-3.0%,-1.1%,22.2,8.0%,-1.8,6.3%,2.0%,-6.9%,-3.9
Cc1ccc(F)cc1NC(=O)CSc1nc(Nc2ccccc2)nc(N2CCOCC2)n1,nt,-3.5%,-5.7%,8.2,-1.7%,-2.0,8.2%,-12.3%,?,3.0
Cn1c(-c2ccc(Cl)nc2)nc2cc(Cl)ccc21,-11.6,-2.1%,2.1%,1.4,16.8%,-2.0,-6.5%,30.0%,-16.1%,-7.9
Cc1cc(C(C)(C)C)n2nc(C)c(-c3ccccc3)c2n1,1.1,1.2%,18.0%,-1.5,11.8%,0.6,18.4%,27.3%,-16.5%,-4.6
Cc1ccc(C)c(S(=O)(=O)N2CCC(c3nc4c(nnn4Cc4ccc(F)cc4)c(=O)[nH]3)CC2)c1,2.0,2.4%,11.3%,-1.9,-8.7%,7.9,-12.1%,3.3%,-26.5%,2.8
Cc1nn(C)c(=S)n1-c1ccc(Cl)cc1,-1.9,1.1%,1.5%,-8.2,-13.8%,16.3,-5.3%,4.6%,3.1%,6.0
Nc1nonc1C(=O)N1CCCCC1,5.2,1.9%,-1.4%,-1.9,-23.2%,20.4,-1.9%,3.5%,-6.4%,-1.0
O=C(CN1C(=O)CCC1=O)Nc1ccc(Br)cc1,-1.7,6.4%,-2.4%,1.0,25.7%,4.2,1.2%,5.5%,-49.5%,7.0
CCCCCCCOC(=O)C1=C(C)Nc2ncnn2C1c1cccs1 (stereo not given),-3.7,-0.5%,142.5%[activator],0.0,-0.9%,-2.1,11.3%,1.9%,-20.8%,-6.1
O=C1NCC(COCc2ccco2)O1 (stereo not given),1.0,5.2%,-0.1%,-0.3,-0.1%,2.4,-11.3%,5.8%,0.0%,7.8
Cc1ccc(NC(=S)NCCN2CCOCC2)cc1F,1.8,-3.2%,4.2%,-1.3,-7.0%,36.1,2.3%,4.5%,-8.7%,0.2
N#Cc1ccc(-c2ccc(F)cc2)nc1Oc1ccccc1,0.0,-4.1%,-9.9%,5.1,-12.8%,6.1,3.0%,6.2%,-16.6%,5.8
CCN(CC)CCCNC(=O)c1[nH]c2ccccc2c1Sc1ccc(Cl)cc1,-0.7,-1.1%,-0.7%,5.6,13.6%,-110.5*,2.6%,1.6%,-28.6%,-127.3*
COc1ccc(/C=C/C(=O)OCC(=O)NC(C)CCc2ccccc2)cc1OC (stereo not given),nt,nt,0.5%,nt,nt,14.7,nt,8.5%,-14.8%,-8.1
CCCCC1NC(C(=O)O)CS1 (stereo not given),-1.3,nt,-2.8%,3.9,-2.3%,1.8,-3.1%,2.8%,9.5%,-12.3
CC(Oc1ccc(Cl)cc1Cl)C(=O)Nn1cnnc1 (stereo not given),-1.9,-1.2%,5.8%,1.2,-4.9%,4.0,-11.7%,5.4%,6.3%,0.4

# Fetched one by one from above:
SMILES,Coupling enz,GALK inhibitor,ASM inhibitor,TRPV1 agonist,MBNL1 CUG block,KCNH2 3.1 block,CXXC DNA block,AT treatment,a7 integrin act,hERG WT inh
O=C(CN1C(=O)CCC1=O)Nc1ccc(Br)cc1,-1.7,6.4%,-2.4%,1.0,25.7%,4.2,1.2%,5.5%,-49.5%,7.0
COc1ccc(/C=C/C(=O)OCC(=O)NC(C)CCc2ccccc2)cc1OC (stereo not given),nt,nt,0.5%,nt,nt,14.7,nt,8.5%,-14.8%,-8.1

# Rows were taken by chance; 2% or so of the library scored in one or more.
